Assay outcomes as filed in PubChem.
POLI inh: DNA polymerase iota (human) inhibition | Pol iota fluorescent replication assay, 10 min | Potency, µM (highest dose often 115 µM), inactives show at the top dose activity, negative = inhibition, usual class: inhibitors | 1% of 390,000 active
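Pol iota at 10 nM preincubated 15 min with compounds at room temperature; reaction started with fluorescent substrate, 50 nM final. Fluorescence read kinetically at 0 and 10 min; buffer-only wells as negative control.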
Apoferritin bind: candidate novel general anesthetic via apoferritin binding; P02791; apoferritin/1-aminoanthracene competitive binding, fluorescence; Potency, µM (top dose mostly 77.5 µM), for the others: at the highest dose activity change, negative = displacement, hits mostly inhibitors; 0.074% of 350,000 active; AID 485281; note: % is set by controls: 0 for no effect and ±100 for the full control effect; nearly all actives have a fitted effect of over 20% in size
Target sequence (P02791 2-175 limits assumed): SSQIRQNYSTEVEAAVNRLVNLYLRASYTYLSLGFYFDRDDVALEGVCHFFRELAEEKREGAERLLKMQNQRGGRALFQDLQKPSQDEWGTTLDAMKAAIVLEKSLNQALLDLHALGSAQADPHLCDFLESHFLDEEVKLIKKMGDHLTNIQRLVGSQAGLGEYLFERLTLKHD
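In PBS, apoferritin at 10 uM is loaded with 1-AMA from a 50% saturated solution. After 10 min of compound exposure at ambient temperature, reduced 535 nm fluorescence indicates probe displacement.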
BAZ2B inh: blocks human BAZ2B. AID 504333. AlphaScreen BAZ2B-H3K14Ac peptide displacement. Q9UIF8. Potency, µM (highest dose often 114 µM), for the others: top-dose activity change, negative = inhibition, usual class: inhibitors. 4.4% of 360,000 active; note: % is set by controls: 0 for no effect and ±100 for the full control effect; nearly all actives have a fitted effect of over 60% in size
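Compounds, titrated to a top concentration of 110 uM, were incubated 30 min at room temperature with preformed BAZ2B/acetyl-K14 H3 peptide complex (50 nM each). Proximity signal was measured by AlphaScreen after 20 min with beads.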
BLM helicase inh: Bloom syndrome helicase (human) inhibition; P54132; recombinant BLM DNA unwinding, fluorescence dequenching; Potency, µM (highest dose often 56.1 µM), inactives show at the highest dose activity change, negative = inhibition, actives largely listed as inhibitors; 0.2% of 350,000 active; AID 2528;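 note: plate controls were vehicle for no effect and no enzyme for full effect; nearly all actives have a fitted effect of over 35% in size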
POLK inh: blocks human DNA polymerase kappa activity; Potency, µM (titrated, usually from 107 µM), for inactives: at the top dose activity, negative = inhibition, most hits filed as inhibitors; Q9UBT6; 0.53% of 400,000 active; purified Pol kappa, fluorescent DNA synthesis assay, 10 min; note: % is set by controls: 0 for no effect and ±100 for the full control effect
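Inhibition of 10 nM Pol kappa is measured by a fluorescent read-out at 0 and 10 min following addition of 50 nM substrate (final), with a 15-min room-temperature compound preincubation.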
G9a block: inhibitors of human histone lysine methyltransferase G9a; G9a H3K9 monomethylation, AlphaScreen, 2 h; 8.8% of 350,000 active; Potency, µM (doses to about 102 µM), without a hit: top-dose activity, negative = inhibition, most hits filed as inhibitors; Q96KQ7; AID 504332; note: % is set by controls: 0 for no effect and ±100 for the full control effect; nearly all actives have a fitted effect of over 75% in size
Target sequence (Q96KQ7 913-1193 limits assumed): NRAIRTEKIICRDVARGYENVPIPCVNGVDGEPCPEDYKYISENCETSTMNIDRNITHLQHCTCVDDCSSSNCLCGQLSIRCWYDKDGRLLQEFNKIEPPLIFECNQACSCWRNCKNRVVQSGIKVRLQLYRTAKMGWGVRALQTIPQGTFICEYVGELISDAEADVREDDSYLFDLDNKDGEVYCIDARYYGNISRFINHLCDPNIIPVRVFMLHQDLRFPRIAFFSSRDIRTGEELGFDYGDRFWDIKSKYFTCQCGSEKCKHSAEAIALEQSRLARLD
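Using a bead-based AlphaScreen, monomethylated H3K9 product from 2 h room-temperature reactions (G9a 20 nM, peptide 500 nM, SAM 20 uM) was detected with 0.5 ug/mL rabbit anti-H3K9me1 antibody.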
POLB inh: inhibitors of human DNA polymerase beta; 1.3% of 340,000 active; P06746; Pol beta primer extension/strand displacement, fluorescence kinetic; Potency, µM (top dose mostly 114 µM), for inactives: top-dose activity change, negative = inhibition, usual class: inhibitors; note: % is set by controls: 0 for no effect and ±100 for the full control effect
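Values derive from four-parameter Hill fits of normalized kinetic data: reads at 0 and 10 min following addition of 50 nM substrate to 10 nM Pol beta preincubated 15 min with compound.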
APE1 inh: blocks human APE1 abasic DNA cleavage; recombinant APE1, TAMRA/BHQ-2 abasic DNA cleavage fluorescence; Potency, µM (highest dose often 65.8 µM), for the others: at the top dose activity change, negative = inhibition, usual class: inhibitors; 0.35% of 350,000 active; AID 2517;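 note: plate controls were vehicle for no effect and reference inhibitor for full effect; nearly all actives have a fitted effect of over 55% in size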
Target sequence (P27695 whole entry, looked up): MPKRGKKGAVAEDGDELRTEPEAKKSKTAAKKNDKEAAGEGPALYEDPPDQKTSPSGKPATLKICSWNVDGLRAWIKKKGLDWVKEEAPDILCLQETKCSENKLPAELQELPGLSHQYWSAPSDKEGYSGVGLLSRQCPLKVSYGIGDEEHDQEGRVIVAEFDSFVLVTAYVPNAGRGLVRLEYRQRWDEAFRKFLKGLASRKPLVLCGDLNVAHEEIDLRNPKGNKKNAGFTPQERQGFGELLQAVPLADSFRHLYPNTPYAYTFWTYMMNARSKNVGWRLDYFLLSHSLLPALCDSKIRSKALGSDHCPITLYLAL
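Readout is kinetic fluorescence (ex 525, em 598 nm) from cleavage of 50 nM TAMRA/BHQ-2 THF abasic duplex by 0.75 nM APE1, compound added 15 min beforehand at RT.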
POLH inh: DNA polymerase eta (human) inhibition; Q9Y253; recombinant Pol eta, fluorescent DNA replication assay; Potency, µM (doses to about 114 µM), without a hit: top-dose activity change, negative = inhibition, usual class: inhibitors; 1.2% of 390,000 active; note: % is set by controls: 0 for no effect and ±100 for the full control effect
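Pol eta at 10 nM preincubated with compounds 15 min at room temperature; reaction started with fluorescent substrate (50 nM final) and read kinetically at 0 and 10 min.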
* = called active by the depositor; ? = inconclusive; . = no result given; [ ] = dose if it differs, or a comment. Calls come from the whole dose curve; as a rule, active = well fitted curve in the direction sought with a large enough effect; inconclusive = small, poorly fitted or top-dose-only effect, or another doubt; inactive = no such curve, though single readings can be large; an effect the other way counts as inactive or inconclusive. Potency is the fitted concentration of half-maximal effect. Some of the compounds tested. The share of hits here may be higher or lower than overall.

Value order: BAZ2B inh	APE1 inh	Apoferritin bind	POLB inh	G9a block	POLK inh	BLM helicase inh	POLI inh	POLH inh
CCCCCCOc1ccc(N2C(=O)CC(N3CCC(C(=O)OCC)CC3)C2=O)cc1 (stereo not drawn)
→ -3%	-4%	5%	-16%	-2%[12.7 µM]	0%[60.1 µM]	-4%	19%	2%
CCOC(=O)CNC(=O)CSc1nnc(Cn2c(=O)sc3ccccc32)n1C
→ 3%	-3%	-2%	8%	8%[59 µM]	-6%	-14%	-12%	-13%
O=C(NCc1ccc(Cl)cc1)c1cccc(NC2=NC3CS(=O)(=O)CC3S2)c1 (stereo not drawn)
→ 7%	-13%	-5%	-3%	17%	-1%	2%	-5%	-25%
CCN(CC)S(=O)(=O)c1ccc(OC)c(NC(=O)c2ccc(N3CCCC3=O)cc2)c1
→ 9%	-7%	.	.	-1%[59 µM]	0%	.	4%	-13%
CCc1ccc(S(=O)(=O)N/N=C\c2ccc3c(c2)OCO3)cc1
→ -10%	-23%	-20%	-29%	.	-1%	-5%	?	-6%
CC1CCC(CN2C(Nc3ccccc3)=NC[C@@H]2Cc2ccccc2)CC1 (stereo partly drawn)
→ .	-5%	.	.	.	-4%	.	-17%	-10%
Cn1nccc1NC(=O)Nc1cccc(Br)c1
→ -6%	9%	2%	26%	32%[0.501 µM]	14%	-1%	7%	-17%
Cc1cccc(OCC(=O)NCc2ccccc2)c1
→ 5%	1%	-4%	11%	7%	-7%	-2%	119%[activator]	?
O=C(NCCN1CCOCC1)c1cccc(NS(=O)(=O)c2ccc(Br)cc2)c1
→ -1%	4%	.	.	?	-5%	.	22%	-8%
CS(=O)(=O)Nc1ccccc1C(=O)Nc1ccccc1Cl
→ 13%	-9%	1%	6%	8%[59 µM]	-8%	1%	10%	-7%
FC(F)Oc1ccc(N=C2SCC3CCCCN23)cc1 (stereo not drawn)
→ 7%	27%	?	31%	36%[activator]	-9%	-4%	-12%	-21%
Cc1cc([N+](=O)[O-])ccc1NC(=O)CCC(=O)N1CCCC1
→ -1%	-5%	-7%	32%	-6%	7%	-2%	8%	-6%
COc1ccc(OC)c(NC(=O)CSc2nnc(CNc3ccc(F)cc3)o2)c1
→ -37%	-2%	-11%	-1%	-8%[59 µM]	-14%	-3%	5%	-3%
CS(=O)(=O)Nc1cccc(S(=O)(=O)N2CCN(C(=O)c3ccccc3)CC2)c1
→ 0%	9%	-1%	0%	17%	6%	2%	-17%	-12%
CC(=O)Nc1ccc(S(=O)(=O)NCc2nnnn2-c2ccc(Cl)cc2)cc1
→ 7%	8%	.	.	-11%	-3%	.	8%	-1%
CCCCC(Sc1nc(N)c(NC(=O)c2ccc(OCC)cc2)c(=O)[nH]1)C(=O)O (stereo not drawn)
→ -4%	13%	4%	23%	9%	-12%	-2%	52%[activator]	-16%
O=C(O)C1C2C=CC(C2)C1C(=O)NCCc1ccncc1 (stereo not drawn)
→ ?	?	-6%	50µM*	-3%[12.7 µM]	-19%	-3%	-13%	?
O=C(CN1C(=O)C2C3C=CC(C3)C2C1=O)N1CC(=O)N(CCc2ccccc2)C(=O)C1 (stereo not drawn)
→ 11%	-2%	-1%	-4%	-6%	-6%	-5%	14%	-11%
COc1ccc(-c2nc3ccccc3c(=O)n2CCCN2CCOCC2)cc1
→ 0%	15%	-2%	10%	2%[12.7 µM]	-4%	-2%	14%	-3%
Cc1ccc(-c2nnc(N3CCOCC3)c3ccccc23)cc1S(=O)(=O)NCC1CCCO1 (stereo not drawn)
→ -1%	-6%	-19%	2%	6%	-1%	2%	-5%	-15%

Reprinted at random: three records from the list.
Value order: BAZ2B inh	APE1 inh	Apoferritin bind	POLB inh	G9a block	POLK inh	BLM helicase inh	POLI inh	POLH inh
Cc1ccc(-c2nnc(N3CCOCC3)c3ccccc23)cc1S(=O)(=O)NCC1CCCO1 (stereo not drawn)
→ -1%	-6%	-19%	2%	6%	-1%	2%	-5%	-15%
CS(=O)(=O)Nc1ccccc1C(=O)Nc1ccccc1Cl
→ 13%	-9%	1%	6%	8%[59 µM]	-8%	1%	10%	-7%
CCCCCCOc1ccc(N2C(=O)CC(N3CCC(C(=O)OCC)CC3)C2=O)cc1 (stereo not drawn)
→ -3%	-4%	5%	-16%	-2%[12.7 µM]	0%[60.1 µM]	-4%	19%	2%

(continued)
Value order: BAZ2B inh	APE1 inh	Apoferritin bind	POLB inh	G9a block	POLK inh	BLM helicase inh	POLI inh	POLH inh
COc1cc(NC(=O)c2ccco2)c(OC)cc1NC(=O)CCC(=O)Nc1cc(C)ccc1C
→ 0%	-7%	-4%	-27%	2%[59 µM]	-19%	-7%	12%	-8%
Cc1cc(C)c2ccc(Cl)cc2n1
→ 4%	-2%	-5%	?	18%[59 µM]	19%	-2%	-10%	-7%
O=C(O)CCN1C(=O)C(=C2CCCCCC2)SC1=S
→ 10%	-5%	-18%	?	45µM*	-15%	2%	?	-12%
CC(C)(C)c1ccc(OCC(=O)NCC2(N3CCOCC3)CCCCC2)cc1
→ -17%	.	-4%	-21%	4%[59 µM]	-13%	-6%	-5%	-7%
Cn1ncc2c(N3CCN(c4cccc(Cl)c4)CC3)ncnc21
→ 2%	.	-2%	4%	0%[59 µM]	-6%[60.1 µM]	-5%	-12%	3%
CCc1nnc(NC(=O)CSc2nnc(Cc3ccccc3)n2Cc2ccccc2)s1
→ -5%	13%	-7%	6%	?	-5%	0%	12%	-8%
FC(F)(F)c1ccc(-c2nnc(-c3cccnc3)o2)cc1
→ 9%	-11%	-1%	0%	7%	1%	-2%	125%[activator]	7%
Cc1nc(C)c(-c2ccc(SCC(=O)Nc3ccc(Br)cc3)nn2)s1
→ -4%	.	-20%	?	-2%[59 µM]	-3%[60.1 µM]	-2%	-12%	0%
O=C(NCc1cccnc1)c1cccn1-c1ncc(C(F)(F)F)cc1Cl
→ -8%	2%	-1%	30%	13%	-4%	0%	30%	-17%
COc1ccc(C(=O)N2CCC[C@@]3(CCN(Cc4cc(C(F)(F)F)cc(C(F)(F)F)c4)C3)C2)cc1
→ .	2%	.	.	-8%[12.7 µM]	-5%[60.1 µM]	-11%	.	.
COc1ccc(-n2c(SCC(=O)Nc3ccc4c(c3)OCO4)nc3ccccc3c2=O)cc1
→ -9%	14%	-10%	19%	-39%	-1%	-4%	-2%	-5%
CC(=O)c1cccc(NC(=O)CCc2nnc3ccc(NCc4ccco4)nn23)c1
→ ?	-33%	-1%	?	13%	0%	?	6%	?
COc1cc2nc(NC(=O)c3ccccc3)sc(=O)c2cc1OC
→ -2%	29%	-12%	16%	2%	-2%	-11%	-25%	-10%
c1cncc(CSc2nnc3ccc(-c4ccncc4)nn23)c1
→ -25%	?	-3%	3%	?	-10%	-3%	30%	-14%
Cc1ccccc1NC(=O)CN(c1ccc(Cl)cc1Cl)S(=O)(=O)c1ccccc1
→ -13%	.	5%	4%	7%[59 µM]	-6%	-7%	3%	-26%
COc1ccc(CCNC(=O)CCc2ccc(S(=O)(=O)NC(C)C)cc2)cc1OC
→ -1%	3%	-2%	3%	-1%[59 µM]	-2%	1%	12%	-15%
CC1(C)Cn2c(nnc2-c2cccc(O)c2)S1
→ -23%	0%	-2%	-1%	-8%[59 µM]	2%	6%	-15%[58.9 µM]	-7%
Cc1ccc(NC(=O)N2CCCC2)cc1Cl
→ -16%	0%	-21%	9%	7%	-7%[60.1 µM]	-7%	24%	13%
CCS(=O)(=O)N1CCN(S(=O)(=O)c2ccc(F)cc2)CC1
→ -2%	5%	-9%	16%	-3%[59 µM]	-1%	2%	11%	10%
C#CCn1c(=O)cc(C)c2ccccc21
→ 2%	0%	-8%	-18%	-27%	-2%	-5%	134%[activator]	5%
COc1ccc(NC(=O)c2nc3nccc(C)n3n2)cc1S(=O)(=O)N1CCOCC1
→ .	18%	.	.	.	-16%	.	?	?
O=C(O)c1nn(CC(=O)N2CCC(Cc3ccccc3)CC2)c(=O)c2ccccc12
→ -6%	29%	2%	12%	-3%	-2%	-9%	?	-14%
Cc1ccc(S(=O)(=O)N2CCOCC2)cc1C(=O)NCc1ccc(F)cc1
→ 7%	1%	-15%	-15%	-8%[59 µM]	-13%	-1%	55%[activator]	-24%
CC(=O)c1ccc(OC(=O)CCc2nc3ccccc3s2)cc1
→ ?	3%	-11%	?	32µM*	-30%	1%	?	-20%
Cc1ccc2nc3c(cc(C(=O)NCCc4ccccc4)c(=N)n3CC3CCCO3)c(=O)n2c1 (stereo not drawn)
→ 3%	21%	57%[activator]	8%	4%	-8%	6%	54%[activator]	2%
COCCCNC(=O)Cn1nnc(-c2ccc(NC(=O)c3ccccc3OC)cc2)n1
→ 19%	12%	-4%	0%	16%[59 µM]	-3%	-4%	-3%	-2%
O=C1Nc2ccccc2SC(c2ccccc2)C1O (stereo not drawn)
→ 40µM*	?	-4%	22µM*	10µM*	79µM*	-8%	?	2.8µM*
Fc1ccccc1NC(=S)N(CCN1CCCCCC1)Cc1cccs1
→ ?	-3%	49%[activator]	-22%	0%[59 µM]	-16%	-8%	42%[activator]	-12%
CCOC(=O)N1CCN(C(=O)c2cccc(NS(=O)(=O)c3ccc(F)c(F)c3)c2)CC1
→ 1%	1%	-4%	37%	-12%	-3%	1%	13%	-10%
CC1CC(C)CN(S(=O)(=O)c2ccc(C(=O)NN3CCOCC3)cc2)C1 (stereo not drawn)
→ -17%	-1%	-6%	-1%	-23%	11%	-1%	8%	-11%
CCS(=O)(=O)N1Cc2ccccc2CC1C(=O)Nc1cccc(C)c1 (stereo not drawn)
→ -2%	-6%	?	14%	-28%	-21%	-4%	-25%	4%
CC(C)(C)C(=O)Nc1ccc(S(=O)(=O)Nc2ccccn2)cc1
→ -15%	2%	-6%	?	-5%	6%	3%	9%	-12%
Cc1ccc(-n2cc(C(=O)Oc3ccc(F)cc3)c3ccccc3c2=O)cc1
→ 2%	.	-21%	-20%	-5%[59 µM]	-6%[60.1 µM]	-11%	12%	0%
CCNc1nc(N2CCOCC2)nc(N(c2ccccc2)c2ccccc2)n1
→ 3%	-1%	0%	-5%	?	4%	-6%	-4%	-4%
CC(C)(C)NC(=O)NC(=O)COC(=O)C1=COCCO1
→ 8%	0%	-13%	1%	0%[59 µM]	-16%	-1%	4%	4%
O=C(Nc1ccccc1)c1ccccc1OCC(O)CN1C(=O)c2ccccc2S1(=O)=O (stereo not drawn)
→ 0%	-11%	-21%	25%	?	-14%	-3%	2%	-11%
